PfHsp90 set2 – growth inhibition of PfHsp90-expressing yeast, primary screen, antimalarial PfHsp90 inhibitor project, S. cerevisiae, BacTiter-Glo luminescence, single point, set 2 | BacTiter-Glo ATP, 48 h; yeast lacking PDR1 and PDR3 efflux regulators | inhibition, % at 9.4 µM | actives 0.32% (n = 310,000);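 active means every replicate shows inhibition above about 80%, whatever the replicate mean, limit read from the data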;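 further: 0% = DMSO neutral controls and 100% = 20 µM radicicol positive controls; yeast relying on Plasmodium falciparum Hsp90 in place of its own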
NSD2 HMT inh – NSD2 histone methyltransferase inhibitors, primary screen, biochemical, AlphaScreen, single concentration, set 2; AID 743445, 2014; NSD2 peptide methylation, 120 min; actives 0.54% (n = 310,000); inhibition, % at 12.5 µM; in the data active means inhibition above about 50%
dFosB activator – activators of delta FosB homodimer, primary screen, biochemical, fluorescence polarization, TAMRA-CDK5 oligo, single point; Protein FosB (Mus musculus), P13346; purified delta FosB; percent of positive-control signal above neutral wells; activation, % at 25 µM; actives 0.99% (n = 340,000);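 active means mean activation above about 17%, with every replicate also reaching it, limit read from the data, passing the limit was not always enough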;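 further: fluorescence polarization rise as delta FosB binds a TAMRA Cdk5 AP-1 oligo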
Target sequence (P13346 whole entry, looked up): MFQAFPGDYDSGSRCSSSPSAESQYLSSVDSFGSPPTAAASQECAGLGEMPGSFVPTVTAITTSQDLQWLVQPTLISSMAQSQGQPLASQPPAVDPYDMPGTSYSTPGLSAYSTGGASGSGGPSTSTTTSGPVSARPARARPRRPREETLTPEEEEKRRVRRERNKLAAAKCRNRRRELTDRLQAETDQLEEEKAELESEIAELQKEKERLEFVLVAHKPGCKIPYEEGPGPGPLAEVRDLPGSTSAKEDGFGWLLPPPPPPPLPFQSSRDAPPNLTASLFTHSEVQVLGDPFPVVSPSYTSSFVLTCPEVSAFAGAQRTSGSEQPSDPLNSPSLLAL
Rtt109 HAT inh – inhibitors of C. albicans Rtt109/Vps75 HAT, primary screen, biochemical, ThioGlo CoA-SH fluorescence, plate reader; actives 0.16% (n = 330,000); inhibition, % at 34.9 µM; purified Rtt109/Vps75, 4 h; AID 540336, 2011; Histone acetyltransferase RTT109 (Candida albicans (strain SC5314 / ATCC MYA-2876)), …;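 active means inhibition of at least 50% in every replicate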
CAL PDZ FP-1 – CAL PDZ peptide-binding inhibitors, primary screen, biochemical, fluorescence polarization, Cer-tagged CAL PDZ, HTS; purified CAL PDZ, TMR-peptide fluorescence polarization, 1 h; inhibition, % at 20 µM; Golgi-associated PDZ and coiled-coil motif-containing protein (Homo sapiens), Q9HD26; actives 0.02% (n = 330,000); AID 504414, 2011;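 active means highest replicate inhibition of at least 40%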;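 further: plate controls were DMSO neutral control wells for no effect and unlabeled competitor peptide control wells for full effect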
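Assay system – tagged CAL PDZ protein CerCALP, purified · Timing – 1 h at RT · Compound – single point, 20 µM · Measured by – fluorescence polarization from S- and P-plane intensities, G-factor corrected · Evaluation – inhibition from polarization loss · Probe or stimulus – TMR reporter peptide T*-PRC34 · Buffer or medium – pH 7.4 phosphate-saline buffer, reducing agent, detergent, IgG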
SR-BI DiI inh – inhibitors of SR-BI mediated HDL lipid uptake, primary screen, ldlA[mSR-BI] cells, fluorescence, single point; Scavenger receptor class B member 1 (Mus musculus), Q61009; inhibition, % at 12.5 µM; actives 0.96% (n = 320,000); ldlA[mSR-BI] CHO cells, DiI-HDL uptake fluorescence, 3 h;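 active means mean replicate inhibition of at least 70% and a set share of replicates each scoring 70 or more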;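 further: 0% = median of neutral control wells and 100% = median of positive control wells; values of inactives mirror those of a sister screen read the other way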
Target sequence (Q61009 whole entry, looked up): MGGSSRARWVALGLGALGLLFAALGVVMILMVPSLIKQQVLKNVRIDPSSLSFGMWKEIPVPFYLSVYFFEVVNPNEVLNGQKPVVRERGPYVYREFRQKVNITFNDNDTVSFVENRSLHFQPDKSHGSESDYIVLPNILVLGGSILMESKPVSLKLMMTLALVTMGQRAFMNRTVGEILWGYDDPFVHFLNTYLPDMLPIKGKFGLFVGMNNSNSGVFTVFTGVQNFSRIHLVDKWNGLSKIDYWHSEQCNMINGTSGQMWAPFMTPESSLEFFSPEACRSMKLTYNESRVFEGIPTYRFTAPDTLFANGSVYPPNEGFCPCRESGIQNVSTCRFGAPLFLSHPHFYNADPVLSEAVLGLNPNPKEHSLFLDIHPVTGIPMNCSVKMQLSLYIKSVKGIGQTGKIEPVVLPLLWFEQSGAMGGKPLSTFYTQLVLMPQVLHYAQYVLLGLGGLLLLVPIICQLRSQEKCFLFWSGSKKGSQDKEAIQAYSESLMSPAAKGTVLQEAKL
MITF act – activators of MITF-driven TRPM1 promoter reporter, primary screen, cell-based, SK-MEL-5, luciferase, single point. SK-MEL-5 TRPM1-promoter luciferase, 24 h; % of positive control, neutral wells = 0. activation, % at 12.5 µM. actives 0.75% (n = 300,000);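 active means mean activation of at least 80% with every replicate also reaching 80%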;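 further: 0% = neutral control wells and 100% = parthenolide positive control wells; values of inactives mirror those of a sister screen read the other way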
SR-BI DiI-HDL act – activators of SR-BI mediated DiI-HDL uptake, primary screen, ldlA[mSR-BI] CHO cells, DiI fluorescence | 3 h; 100 = double the neutral-control signal | activation, % at 12.5 µM | actives 0.096% (n = 320,000);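 active means mean replicate activation of at least 60% and every replicate at or above 60%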;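 further: 0% = median plate neutral-control signal and 100% = twice that signal; values of inactives mirror those of a sister screen read the other way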
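Material: SR-BI-overexpressing, LDLR-lacking CHO cells | Dosing: Single compound concentration, delivered by pin transfer | Probe or stimulus: Labelled HDL, 10 µg/mL | Signal: Bottom-read cell fluorescence after medium removal, ex 550/em 595 nm | Schedule: 3 h, 37 °C | Evaluation: HDL uptake via cellular fluorescence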
CAL PDZ FP-2 – untagged CAL PDZ binding inhibitors, primary screen, biochemical, fluorescence polarization, HTS. actives 0.92% (n = 300,000). Golgi-associated PDZ and coiled-coil motif-containing protein (Homo sapiens), Q9HD26. purified CAL PDZ, TMR-peptide fluorescence polarization, 1 h. inhibition, % at 24.9 µM. AID 602252, 2012;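 active means mean inhibition of at least 30% with at least half of replicates also reaching 30%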;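 further: 0% = DMSO neutral control and 100% = excess unlabeled competitor peptide PRC23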
PvdQ acylase – P. aeruginosa PvdQ acylase inhibitors, primary screen, biochemical, fluorescence, plate reader and imaging, single point | purified PvdQ acylase | inhibition, % at 10 µM | PvdQ acylase [Pseudomonas aeruginosa LESB58] | AID 488965, 2010 | actives 0.063% (n = 340,000); in the data active means inhibition above about 30%, passing the limit was not always enough;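 further: 0% = vehicle neutral wells and 100% = reference inhibitor wells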
An asterisk follows results filed as active; · = not tested or not shown.

Each structure is followed by: PfHsp90 set2 | NSD2 HMT inh | dFosB activator | Rtt109 HAT inh | CAL PDZ FP-1 | SR-BI DiI inh | MITF act | SR-BI DiI-HDL act | CAL PDZ FP-2 | PvdQ acylase
- O=C(Nc1ccccc1)C1=C[C@@H](c2ccc3c(c2)OCO3)C[C@@H](OCCCCO)O1
 : 4.7 | · | 4.3 | -2.2 | 0.3 | 15.3 | 73.4 | -15.3 | -0.8 | -10.5
- CC(CNC(=O)CC(C)(C)C)NC(=O)CC(C)(C)C (stereo unspecified)
 : -19.7 | · | 3.1 | -2.2 | -2.5 | -26.6 | · | 26.6 | -0.8 | -9.3
- Cc1[nH]c(=O)nc(NN=Cc2ccc(Cl)cc2)c1C(=O)Nc1ccc(Cl)cc1
 : -8.1 | -3.9 | -1.2 | -4.5 | -1.3 | 48.9 | -2.2 | -48.9 | -6.2 | -4.2
- COc1ccc(NC(=O)C2CCN(C(=O)Cc3ccccc3)CC2)cc1OC
 : -7.5 | -3.5 | -11.1 | 12.4 | -2.5 | 14.4 | 6.1 | -14.4 | -3.4 | 5.2
- Cc1cc(C)n(-c2ncnc3sc4c(c23)CC(C)CC4)n1 (stereo unspecified)
 : -4.0 | -1.3 | -1.1 | 6.3 | 0.3 | -13.9 | -1.8 | 13.9 | -5.0 | -2.0
- O=C(Cn1cc(C(F)(F)F)ccc1=O)N/N=C/c1ccc(Cl)cc1
 : -0.7 | -0.8 | -3.8 | -0.3 | -4.2 | 7.3 | -2.3 | -7.3 | -2.3 | -7.3
- CCOC(=O)N1CCN(c2ccc(F)cc2[N+](=O)[O-])CC1
 : 23.6 | · | 2.6 | -1.3 | 0.7 | -2.3 | 6.5 | 2.3 | -2.5 | -2.8
- COc1ccc(C(=O)N[C@H](C(=O)OCC(=O)NC(=O)c2cccn2C)C(C)C)cc1
 : 1.2 | 0.2 | 2.7 | -6.1 | 0.5 | 6.4 | -3.0 | -6.4 | -2.7 | -12.5
- CC(O)/C=C/C1OC(=O)CC1Nc1ccc(C=O)cc1 (stereo unspecified)
 : 13.0 | · | -2.0 | -5.7 | 0.2 | -4.4 | 8.5 | 4.4 | 0.6 | -10.6
- COc1ccc(NC(=O)CCc2nc3ccccc3c(=O)[nH]2)cc1S(=O)(=O)N1CCCCC1
 : 7.9 | 2.8 | -18.9 | -3.0 | -3.9 | 6.7 | -11.7 | -6.7 | -6.6 | -4.3
- Cc1cccc(C(=O)N2CC(=O)Nc3ccc(F)cc3C2c2ccc(F)cc2)c1 (stereo unspecified)
 : 8.1 | 1.4 | -12.7 | -3.6 | 0.1 | -6.5 | 3.6 | 6.5 | 3.0 | -14.1
- COc1ccc(N2C(=O)c3cccc4c(N(C)CCO)ccc(c34)C2=O)cc1
 : 1.5 | -0.2 | -11.4 | -6.6 | 0.0 | 13.3 | · | -13.3 | -2.8 | -1.1
- Cc1ccc(S(=O)(=O)NC(CC(=O)NCC2CCCO2)c2ccccc2)cc1 (stereo unspecified)
 : -6.5 | -0.1 | -1.5 | -8.5 | -0.2 | -18.0 | 2.6 | 18.0 | · | -8.0
- COc1ccc(C(=O)OCC(=O)NC(Cc2ccccc2)C(C)=O)cc1S(=O)(=O)N1CCCC1 (stereo unspecified)
 : -5.5 | 1.4 | -4.1 | 2.2 | -1.3 | -1.3 | 2.6 | 1.3 | -2.9 | -6.0
- Cc1ccc(S(=O)(=O)N(C)CC(=O)OCC(=O)N2CCCC2=O)cc1
 : -0.6 | 36.5 | -0.2 | -4.1 | -0.8 | -19.3 | 14.4 | 19.3 | -0.7 | 6.2
- Cc1ccccc1CN1CCC(Oc2ccc(C(=O)NCc3ccccn3)cc2)CC1
 : 4.2 | 8.3 | -8.9 | -6.9 | -0.2 | -7.9 | 2.5 | 7.9 | -4.8 | -5.1
- Cc1ccc(NCc2ccccc2)cc1
 : 4.7 | 22.0 | -1.3 | -6.6 | -1.7 | -19.6 | 20.2 | 19.6 | 0.2 | -22.5
- O=C(NCCN1CCN(c2ccccc2)CC1)Nc1ccccc1Br
 : -3.5 | 1.8 | -4.3 | -3.6 | -0.4 | · | -9.3 | · | -1.4 | -10.2
- NC1=NC(=O)C(CC(=O)NCc2ccccc2)S1 (stereo unspecified)
 : 2.7 | -1.1 | -4.6 | 10.5 | -0.4 | 6.7 | -0.6 | -6.7 | 2.6 | 8.2
- CC(=O)c1cccc(NC(=O)C(C)OC(=O)C2CCC2)c1 (stereo unspecified)
 : -13.8 | -2.1 | 0.6 | -7.6 | -1.1 | -20.2 | -6.8 | 20.2 | -3.4 | -6.9
- O=C1CS/C(=C/C(=O)c2cccc(Cl)c2)N1
 : -4.7 | -1.8 | -8.1 | 14.7 | -4.8 | -12.2 | 5.0 | 12.2 | -8.7 | 4.0
- COc1cc(/C=C2/SC(=S)N(CC(=O)Nc3nc4ccccc4s3)C2=O)cc(OC)c1OC
 : -17.6 | 2.3 | -3.8 | 1.9 | 0.0 | 40.9 | -5.1 | -40.9 | -8.0 | 26.0
- CC(=O)c1sc(Nc2ccc(C)cc2)nc1C
 : 23.2 | 1.0 | 5.8 | -14.5 | -1.4 | -17.4 | -5.3 | 17.4 | -1.2 | -15.0
- O=C(CN1C(=O)NC(Cc2c[nH]c3ccccc23)C1=O)NCCc1ccc(F)cc1 (stereo unspecified)
 : -12.1 | 0.6 | -0.3 | -6.4 | -1.2 | 6.8 | -14.9 | -6.8 | -6.0 | 9.8
- CCNC(=O)c1ccccc1NC(=O)C1CC(=O)N(C(C)C)C1 (stereo unspecified)
 : -15.0 | -1.2 | 3.8 | -14.6 | 3.1 | 13.0 | 11.1 | -13.0 | 61.9* | -17.2
- COc1cc(C)cc(OC)c1OCC(=O)Nc1cc(C)on1
 : 4.7 | -1.6 | 0.1 | -2.1 | 0.5 | 15.0 | 6.3 | -15.0 | · | -4.4
- CCOc1ccc(C(=O)Nc2ccc(N3CCN(C)CC3)cc2)cc1
 : 8.2 | 1.5 | 0.4 | -1.2 | -0.4 | -20.7 | · | 20.7 | -0.2 | -10.0
- CCc1ccc(S(=O)(=O)ON2C(=O)c3ccccc3C2=O)cc1
 : -1.4 | -5.3 | -8.0 | -6.5 | -1.1 | -15.1 | -4.9 | 15.1 | 2.3 | -12.3
- Cc1ccc(NC(=O)CN(C)C(=O)COC(=O)COc2ccc(C#N)cc2)cc1
 : -1.9 | 0.0 | -0.3 | 6.3 | -2.9 | -1.0 | -6.2 | 1.0 | -3.5 | 4.9
- COc1ccc(S(=O)(=O)NCCC(=O)NCc2ccccc2)cc1
 : -27.6 | -0.3 | -11.9 | -8.4 | -0.5 | -19.0 | 0.1 | 19.0 | 0.1 | -17.0
- CN1CCN(C(=O)CSc2nc(-c3ccco3)cc(C(F)(F)F)n2)CC1
 : 3.9 | 3.4 | -5.1 | 6.1 | 0.1 | -22.2 | -1.8 | 22.2 | 0.0 | -8.7
- N#C/C(=N\Nc1ccc(Cl)cc1)C(N)=S
 : -23.8 | 6.3 | -5.1 | 3.8 | -0.5 | 9.8 | 10.2 | -9.8 | 0.9 | 11.2
- Cc1cc(C)n2nc(SCc3nnc(SCCCCl)o3)nc2n1
 : -44.8 | · | -5.3 | 6.5 | 0.6 | 7.4 | 8.3 | -7.4 | 1.1 | -12.0
- CCC(C)Sc1cc(-c2nc3ccccn3c2NC2CCCCC2)ccc1OC (stereo unspecified)
 : 14.4 | 2.7 | -10.6 | -5.4 | -0.6 | -65.8 | 4.7 | 65.9* | -1.0 | -17.1
- CC(C)c1ccc(NC(=O)NC2CC3CCC(C2)N3Cc2cccs2)cc1 (stereo unspecified)
 : 12.5 | -0.2 | -6.1 | 9.2 | -1.5 | -25.0 | 0.8 | 25.0 | -3.2 | 5.6
- CCC1CCCCN1CCCNC(=O)CSc1nc2nc(C)c(Cc3ccccc3)c(C)n2n1 (stereo unspecified)
 : -21.8 | 1.0 | -7.7 | 13.3 | -4.2 | 1.2 | 13.1 | -1.2 | -6.3 | 0.7
- Cc1ccc(NCC(=O)N/N=C/c2cccn2C)cc1
 : 10.1 | 4.6 | -10.2 | -0.1 | 1.0 | -6.7 | · | 6.7 | 6.0 | -9.4
- O=C(CCc1c[nH]c2ccccc12)NCCc1ccc2c(c1)OCCO2
 : 20.1 | 4.9 | -3.1 | 9.0 | -3.0 | · | 8.2 | · | -3.3 | -11.6
- Cn1nc(C(=O)NCCc2ccc(S(N)(=O)=O)cc2)c2c1-c1ccccc1S(=O)(=O)C2
 : 6.3 | -0.3 | -0.5 | 3.2 | -2.4 | 8.7 | 4.6 | -8.7 | -1.7 | -6.1
- COc1ccc2ccccc2c1CNC(C)c1ccccc1 (stereo unspecified)
 : -0.7 | 0.1 | -9.0 | -13.7 | · | 5.6 | -10.8 | -5.6 | -1.5 | 0.7
- CC1CCc2nc(NCCO)nc(C(F)(F)F)c2C1 (stereo unspecified)
 : -30.3 | -0.4 | -3.4 | -10.3 | -4.0 | -6.6 | 0.0 | 6.6 | -5.5 | -11.5

3 entries already listed, arranged by heavy-atom count, lowest first.
Each structure is followed by: PfHsp90 set2 | NSD2 HMT inh | dFosB activator | Rtt109 HAT inh | CAL PDZ FP-1 | SR-BI DiI inh | MITF act | SR-BI DiI-HDL act | CAL PDZ FP-2 | PvdQ acylase
- CC1CCc2nc(NCCO)nc(C(F)(F)F)c2C1 (stereo unspecified)
 : -30.3 | -0.4 | -3.4 | -10.3 | -4.0 | -6.6 | 0.0 | 6.6 | -5.5 | -11.5
- Cc1cc(C)n2nc(SCc3nnc(SCCCCl)o3)nc2n1
 : -44.8 | · | -5.3 | 6.5 | 0.6 | 7.4 | 8.3 | -7.4 | 1.1 | -12.0
- CN1CCN(C(=O)CSc2nc(-c3ccco3)cc(C(F)(F)F)n2)CC1
 : 3.9 | 3.4 | -5.1 | 6.1 | 0.1 | -22.2 | -1.8 | 22.2 | 0.0 | -8.7

High-throughput results deposited in PubChem by Broad Institute.
